Screening data: PubChem, several laboratories
SR-BI HDL uptake = inhibitors of SR-BI mediated HDL lipid uptake, primary screen, ldlA[mSR-BI] cells, fluorescence, single point | inhibition, % at 12.5 µM | ldlA[mSR-BI] CHO cells, DiI-HDL uptake fluorescence, 3 h | AID 488896, 2010 | Scavenger receptor class B member 1 (Mus musculus), Q61009 | 0.96% of 320,000 active;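 active = mean replicate inhibition of at least 70% and a set share of replicates each scoring 70 or more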;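 also: 0% = median of neutral control wells and 100% = median of positive control wells; values of inactives mirror those of a sister screen read the other way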
Target sequence (Q61009 whole entry, looked up): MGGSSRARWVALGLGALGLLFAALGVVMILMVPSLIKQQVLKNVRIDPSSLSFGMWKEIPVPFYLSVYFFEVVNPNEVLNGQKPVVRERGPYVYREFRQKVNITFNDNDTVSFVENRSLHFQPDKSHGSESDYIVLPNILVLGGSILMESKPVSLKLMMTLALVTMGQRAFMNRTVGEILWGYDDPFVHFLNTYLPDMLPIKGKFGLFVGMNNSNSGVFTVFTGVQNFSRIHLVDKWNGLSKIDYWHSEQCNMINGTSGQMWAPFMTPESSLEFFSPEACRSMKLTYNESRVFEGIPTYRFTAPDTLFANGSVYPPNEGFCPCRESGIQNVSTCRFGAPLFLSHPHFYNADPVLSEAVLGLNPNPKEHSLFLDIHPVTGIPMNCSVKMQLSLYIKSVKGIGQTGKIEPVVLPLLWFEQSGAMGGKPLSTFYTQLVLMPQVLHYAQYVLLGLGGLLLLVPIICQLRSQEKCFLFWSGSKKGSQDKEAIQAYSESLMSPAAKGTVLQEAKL
HTR5A ag = HTR5A agonists in luminescence cell assay, primary screen, counter-screen for OPRM1-OPRD1 heterodimer agonist project, full-deck HTS | cell-based | 0.61% of 340,000 active | 5-hydroxytryptamine receptor 5A (Homo sapiens), P47898 | activation, % at 9.3 µM; in the data active = activation mostly above about 9.5%, no sharp cut-off; inactive = mostly below about 7.6%;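 also: 0% = cells with vehicle only and 100% = reference agonist; strong numbers were not always called active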
Rtt109 HAT inh = inhibitors of C. albicans Rtt109/Vps75 HAT, primary screen, biochemical, ThioGlo CoA-SH fluorescence, plate reader; Histone acetyltransferase RTT109 (Candida albicans (strain SC5314 / ATCC MYA-2876)), …; purified Rtt109/Vps75, 4 h; inhibition, % at 34.9 µM; 0.16% of 330,000 active;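 active = inhibition of at least 50% in every replicate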
Target sequence (Q5AAJ8 whole entry, looked up): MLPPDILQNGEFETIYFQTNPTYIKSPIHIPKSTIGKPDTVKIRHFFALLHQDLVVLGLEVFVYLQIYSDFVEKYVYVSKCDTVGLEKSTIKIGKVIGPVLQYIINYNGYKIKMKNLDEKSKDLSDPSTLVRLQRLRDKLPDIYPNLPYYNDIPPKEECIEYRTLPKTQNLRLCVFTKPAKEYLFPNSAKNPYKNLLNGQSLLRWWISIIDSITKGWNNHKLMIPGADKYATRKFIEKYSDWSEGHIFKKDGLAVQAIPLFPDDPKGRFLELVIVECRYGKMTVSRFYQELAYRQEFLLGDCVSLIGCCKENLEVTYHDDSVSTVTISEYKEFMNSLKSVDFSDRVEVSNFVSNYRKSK
CDK5 p35 inh = inhibitors of human CDK5/p35 kinase, primary screen, biochemical, single concentration | Cyclin-dependent kinase 5 (Homo sapiens) + Cyclin-dependent kinase 5 activator 1 (Homo … | Recombinant CDK5/p35, ADP-Glo luminescence, 60 min | inhibition, % at 10 µM | 0.01% of 330,000 active | AID 488839, 2010;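 active = highest replicate inhibition of at least 50% and at least 75% of replicates reaching 50%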;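 also: plate controls were DMSO neutral control for no effect and GW8510 at 10 µM for full effect; many of its hits are not listed in these tables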
SR-BI uptake up = activators of SR-BI mediated DiI-HDL uptake, primary screen, ldlA[mSR-BI] CHO cells, DiI fluorescence | 3 h; 100 = double the neutral-control signal | activation, % at 12.5 µM | 0.096% of 320,000 active | AID 504775, 2011;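 active = mean replicate activation of at least 60% and every replicate at or above 60%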;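 also: 0% = median plate neutral-control signal and 100% = twice that signal; values of inactives mirror those of a sister screen read the other way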
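Test system: SR-BI-overexpressing, LDLR-lacking CHO cells. Measured by: DiI fluorescence, bottom read. Medium: Ham's F12 with 0.5% BSA, HEPES 25 mM, pH 7.4. Timing: 3 h uptake period with compound, 37 °C.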
dFosB activator = activators of delta FosB homodimer, primary screen, biochemical, fluorescence polarization, TAMRA-CDK5 oligo, single point. purified delta FosB; percent of positive-control signal above neutral wells. 0.99% of 340,000 active. AID 493131, 2011. activation, % at 25 µM;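 active = mean activation above about 17%, with every replicate also reaching it, limit read from the data, passing the limit was not always enough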;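 also: fluorescence polarization rise as delta FosB binds a TAMRA Cdk5 AP-1 oligo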
RTF Ca sens act = cardiac RTF calcium sensitivity activators, primary screen, biochemical, IANBD-TnC fluorescence, EC20 calcium; Troponin I, cardiac muscle (Homo sapiens) + Troponin T, cardiac muscle (Homo sapiens) + …; activation, % at 7.2 µM; 0.24% of 340,000 active; IANBD-labeled TnC RTF fluorescence at EC20 calcium; 0% EC20 calcium, 100% full calcium;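 active = activation above the mean over all tested compounds plus 3 SD, cut at about 30% in these data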;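 also: rise in fluorescence read as greater calcium sensitivity of cardiac thin filaments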
MITF act = activators of MITF-driven TRPM1 promoter reporter, primary screen, cell-based, SK-MEL-5, luciferase, single point; SK-MEL-5 TRPM1-promoter luciferase, 24 h; % of positive control, neutral wells = 0; activation, % at 12.5 µM; 0.75% of 300,000 active; AID 588334, 2011;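 active = mean activation of at least 80% with every replicate also reaching 80%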;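 also: 0% = neutral control wells and 100% = parthenolide positive control wells; values of inactives mirror those of a sister screen read the other way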
PvdQ acylase = P. aeruginosa PvdQ acylase inhibitors, primary screen, biochemical, fluorescence, plate reader and imaging, single point; inhibition, % at 10 µM; 0.063% of 340,000 active; purified PvdQ acylase; AID 488965, 2010; in the data active = inhibition above about 30%, passing the limit was not always enough;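 also: 0% = vehicle neutral wells and 100% = reference inhibitor wells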
Wnt act = Wnt/beta-catenin pathway activators, primary screen, cell-based, plate reader, single point. 1.2% of 300,000 active. activation, % at 9.35 µM. AID 743398, 2014. Wnt/beta-catenin reporter cell assay, activator; in the data active = activation above about 30%, passing the limit was not always enough;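 also: 0% = neutral control wells and 100% = positive control wells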
Active calls of the source: *; . = no result given.

The line under a structure holds: SR-BI HDL uptake	HTR5A ag	Rtt109 HAT inh	CDK5 p35 inh	SR-BI uptake up	dFosB activator	RTF Ca sens act	MITF act	PvdQ acylase	Wnt act
- COc1ccc(C(=O)NCCc2nnc3ccc(SCC(=O)Nc4ccccc4)nn23)cc1
 : -22.9	1.6	-3.6	-2.7	22.9	-8.6	2.3	-3.4	-9.3	-2.3
- CCOc1cc(/C=C2/C(=N)N3C=CSC3=NC2=O)ccc1OCCCOc1ccccc1C
 : 101.8*	2.4	10.2	-1.5	-101.8	-3.9	1.1	11.6	-9.5	2.0
- Cc1cc(C)n(-c2nncc(-c3ccccc3)n2)n1
 : -5.3	-7.4	4.3	1.5	5.3	2.3	8.9	28.6	-9.4	.
- Cc1nc2ccccc2c(=O)n1N(c1ccccc1)c1ccccc1
 : -13.1	0.2	4.6	-1.3	13.1	-7.8	0.3	17.1	-12.4	7.1
- CCOC(=O)c1nc(C)n(-c2ccc(Cl)cc2)n1
 : -10.7	-0.8	-6.1	1.2	10.7	7.3	-0.2	.	-2.3	.
- CCN(CC)S(=O)(=O)c1cccc(-c2nnc(SCC(=O)NC3CCCC3)n2N)c1
 : -4.1	-0.4	3.4	1.2	4.1	-8.0	1.0	2.5	-9.3	-2.9
- COc1ccc(S(=O)(=O)N2CCCC(C(=O)NC3CCCC3)C2)cc1OC (configuration not stated)
 : .	4.6	-4.4	2.2	.	-4.3	-0.6	.	-12.6	0.5
- O=C(Nc1ccccc1C(=O)N/N=C/c1ccco1)c1ccccc1Cl
 : -7.8	-1.4	-0.1	-1.6	7.8	-15.1	10.2	-6.1	-15.2	18.7
- CCOc1cccc2sc(N(CCN(CC)CC)C(=O)c3cccc(N4C(=O)CCC4=O)c3)nc12
 : -23.8	-5.3	3.1	-2.0	23.8	-6.5	7.4	0.0	-13.6	-1.5
- CC1CN(C(=O)c2ccc(-c3cccc(C(F)(F)F)c3)o2)CC(C)O1 (configuration not stated)
 : 1.7	3.0	23.0	-2.5	-1.7	-5.8	-6.0	21.2	3.6	3.5
- Cc1ccc2cc(CCNS(=O)(=O)c3ccc(Br)cc3)c(=O)[nH]c2c1C
 : -0.2	7.3	12.5	1.1	0.2	-9.0	-3.9	4.6	-0.6	-3.0
- O=C(Nc1cccnc1)c1c(F)cccc1F
 : -6.9	0.7	-2.0	-0.2	6.9	3.4	-1.7	5.5	4.9	-2.7
- CC(=O)Nc1cccc(NC(=O)Nc2ccc(F)cc2F)c1
 : 9.9	-2.2	.	-0.8	-9.9	-13.2	-1.8	-7.4	-15.9	-4.2
- COc1ccc(O)c(/C=N/NC(=O)c2ccc(OCc3cccc(Br)c3)cc2)c1
 : 129.3*	1.1	-0.8	-2.3	-129.3	7.2	2.7	.	-5.8	-14.9
- O=C(CSc1ncnc2c1nnn2Cc1ccccc1F)N1CCN(c2ccccc2)CC1
 : -5.0	-5.9	12.5	1.5	5.0	-0.3	-6.6	-11.1	-7.8	.
- CN(Cc1cccc2cnccc12)C(=O)CCc1nnc(CCc2ccccc2)o1
 : 10.2	4.1	2.5	-0.8	-10.2	-7.3	-0.8	47.1	-9.7	2.6
- O=c1[nH][nH]c(-c2ccccc2O)c1C(C[N+](=O)[O-])c1ccccc1 (configuration not stated)
 : -21.5	3.4	1.8	1.3	21.5	-3.9	-1.5	-10.6	-12.9	.
- Cc1ccc(-n2ncc3c2CCCC3NC(=O)c2ocnc2C)cc1C (configuration not stated)
 : 24.3	-0.2	-5.3	-0.4	-24.3	-11.5	-3.1	-15.9	7.1	-5.4
- O=C(COC(=O)c1cc(S(=O)(=O)N2CCCCC2)ccc1N1CCOCC1)NC1CCS(=O)(=O)C1 (configuration not stated)
 : -21.3	2.4	-2.2	-2.7	21.3	-5.8	5.1	-3.6	-9.8	0.0
- CC1(C)CC(=O)C/C(=N\NC(=O)CCc2ccc(S(=O)(=O)N3CCOCC3)cc2)C1
 : -22.4	0.6	-6.2	1.9	22.5	-11.1	7.5	11.2	0.9	1.8

Next section; it opens with the 4 that closed the last part.
The line under a structure holds: SR-BI HDL uptake	HTR5A ag	Rtt109 HAT inh	CDK5 p35 inh	SR-BI uptake up	dFosB activator	RTF Ca sens act	MITF act	PvdQ acylase	Wnt act
- O=c1[nH][nH]c(-c2ccccc2O)c1C(C[N+](=O)[O-])c1ccccc1 (configuration not stated)
 : -21.5	3.4	1.8	1.3	21.5	-3.9	-1.5	-10.6	-12.9	.
- Cc1ccc(-n2ncc3c2CCCC3NC(=O)c2ocnc2C)cc1C (configuration not stated)
 : 24.3	-0.2	-5.3	-0.4	-24.3	-11.5	-3.1	-15.9	7.1	-5.4
- O=C(COC(=O)c1cc(S(=O)(=O)N2CCCCC2)ccc1N1CCOCC1)NC1CCS(=O)(=O)C1 (configuration not stated)
 : -21.3	2.4	-2.2	-2.7	21.3	-5.8	5.1	-3.6	-9.8	0.0
- CC1(C)CC(=O)C/C(=N\NC(=O)CCc2ccc(S(=O)(=O)N3CCOCC3)cc2)C1
 : -22.4	0.6	-6.2	1.9	22.5	-11.1	7.5	11.2	0.9	1.8
- c1ccc(-c2nc(NCc3cccnc3)c3oc4ccccc4c3n2)cc1
 : 33.3	5.2	18.2	0.1	-33.3	-32.4	-3.8	-14.0	-8.2	-0.2
- CCOC(=O)C(C)Oc1cccc2c(=O)n(CC(=O)NCCc3ccc(OC)c(OC)c3)ccc12 (configuration not stated)
 : 12.2	7.7	-1.4	0.6	-12.2	-6.1	0.2	.	-16.8	2.5
- O=C(NC1CCCC1)C(c1ccncc1)N(C(=O)c1ccco1)c1ccccc1 (configuration not stated)
 : -14.1	6.1	-3.7	-0.8	14.1	1.8	-0.3	-12.4	8.4	1.7
- COc1ccc(CNC(=O)C2CCN(C(=O)[C@@H]3Cc4ccccc4CN3)CC2)cc1
 : -15.8	-6.1	4.8	-0.1	15.8	-8.4	-3.5	2.9	0.0	-0.5
- COc1ccc(NC(=O)c2ccccc2NS(=O)(=O)c2ccc(CNC(C)=O)cc2)c(OC)c1
 : -6.7	-0.5	0.1	0.3	6.7	1.3	-9.8	-10.2	1.7	-4.0
- O=C(Nc1cccc(O)c1)c1cccc(S(=O)(=O)Nc2cccc(O)c2)c1
 : 3.0	-0.5	-2.2	1.1	-3.0	-0.9	-0.1	0.6	-8.8	-0.8
- Cc1cc(C)cc(NC(=O)C2CCN(C(=O)[C@@H]3Cc4ccccc4CN3)CC2)c1
 : -0.9	-2.9	1.1	0.4	0.9	-8.5	-1.5	-11.2	-5.6	2.3
- O=Cc1c(Cl)[nH]c(=O)n1-c1ccccc1
 : -15.4	.	-3.1	0.3	15.4	4.1	.	-7.4	-8.1	1.3
- COc1ccc(OC)c(NC(=O)CSc2n[nH]c(-c3cccnc3)n2)c1
 : .	3.8	3.7	0.0	.	3.5	0.6	.	-18.2	-2.1
- COc1ccc(-n2ccnc2SCC(=O)Nc2ccccc2)cc1
 : 23.9	-1.6	-1.1	-1.9	-23.9	-2.8	-4.6	3.1	-1.6	.
- O=C1CN(C(=O)c2cc3ccccc3oc2=O)C(c2ccc(F)cc2)c2cc(F)ccc2N1 (configuration not stated)
 : -21.6	15.6	1.4	-0.2	21.6	-12.9	-1.5	-2.0	0.8	-0.1
- COc1ccccc1N1CCN(S(=O)(=O)Cc2ccccc2Cl)CC1
 : -24.7	-6.9	-4.8	1.0	24.7	-2.7	-3.3	7.5	0.2	.
- CCOCC(=O)Nc1ccc([N+](=O)[O-])cc1C
 : 3.1	4.8	5.4	0.4	-3.1	0.9	3.4	4.1	28.5	-0.4
- CCc1ccc(NC(=O)COc2coc(CN3CCN(c4ccccc4)CC3)cc2=O)cc1
 : 23.1	2.2	22.1	1.0	-23.1	-2.1	-3.4	-10.8	-0.2	-2.5
- CCC(=O)N1CCN(c2nc(-c3ccc(Cl)cc3)cs2)CC1
 : 28.2	-1.0	-2.6	-0.2	-28.2	-18.7	-1.9	23.8	-14.1	-1.4
- C/C(=N\NC(=O)c1c([N+](=O)[O-])c(C)nn1C)c1ccc(NC(=O)C2CCCC2)cc1
 : 19.2	3.5	1.5	-0.6	-19.2	-8.3	-6.7	-16.8	12.2	-3.5
- Cc1ccc(NC(=O)CSCC(=O)N2CCOCC2)cc1
 : -0.8	-1.5	-2.7	1.2	0.8	-6.6	-0.9	.	-0.6	.
- N#Cc1ccc(CN2CCN(CC(=O)NCCc3ccc(Cl)cc3Cl)CC2)cc1
 : 10.8	-1.4	-3.8	-2.1	-10.8	1.4	-4.6	-1.1	-10.2	10.4
- CN(Cc1ccccc1)C(=O)CSc1nc2c(c(C(F)(F)F)n1)CCc1ccccc1-2
 : 2.5	-2.9	-1.4	1.6	-2.5	-6.9	-3.3	-7.3	-9.4	-2.2
- CCOC(=O)c1ccc(NC(=O)CN2C(=O)CSCC2=O)cc1
 : 10.3	-3.4	.	-1.0	-10.3	-5.1	2.4	6.6	-4.3	1.1

Copied from the list.
C/C(=N\NC(=O)c1c([N+](=O)[O-])c(C)nn1C)c1ccc(NC(=O)C2CCCC2)cc1 @ dFosB activator: -8.3
CCc1ccc(NC(=O)COc2coc(CN3CCN(c4ccccc4)CC3)cc2=O)cc1 @ RTF Ca sens act: -3.4

(listing goes on)
The line under a structure holds: SR-BI HDL uptake	HTR5A ag	Rtt109 HAT inh	CDK5 p35 inh	SR-BI uptake up	dFosB activator	RTF Ca sens act	MITF act	PvdQ acylase	Wnt act
- CCCN(C(=O)CCSc1ccc(F)cc1)c1c(N)n(Cc2ccccc2)c(=O)[nH]c1=O
 : -2.0	1.0	-6.8	1.0	2.0	-7.8	-1.1	1.6	-15.7	0.1
- c1coc(-c2cc(C3CCNCC3)[nH]n2)c1
 : -16.5	-1.1	9.5	0.0	16.5	-11.9	4.2	-10.4	-9.9	-1.2
- Cc1cccc(NC2=NC(=S)N(CC#N)C23CCCCC3)c1
 : -6.5	-0.3	-0.2	0.0	6.5	3.0	1.2	6.2	-6.8	-3.0
- Oc1ccc(/C=N/NC2=NCCCCC2)cc1
 : -55.7	0.8	2.6	-0.8	55.7	3.3	-2.7	-2.2	9.9	.
- Cc1cc(Nc2cccc(F)c2)n2nc(C)nc2n1
 : -2.5	-2.7	1.9	0.5	2.5	0.9	0.9	1.5	-2.5	-0.8
- CCN(C(=O)CCc1nc(-c2ccc(OC)cc2)no1)c1cc(OC)ccc1OC
 : 46.2	4.9	8.8	-1.0	-46.2	-0.8	-2.1	-7.6	2.7	.
- CC(C)(C)n1ncc2c(=O)n(CC(=O)NC3CCCCC3)cnc21
 : -6.6	7.5	1.0	-0.8	6.6	4.0	-4.7	52.9	-8.8	.
- O=C(NC(=S)N1CCN(Cc2ccc3c(c2)OCO3)CC1)c1cccc(Br)c1
 : 2.4	3.5	14.9	1.2	-2.4	-2.2	-3.3	-3.1	-7.6	-1.5
